Screening data from PubChem BioAssay.
PAFAH1B3 inh: blocks human PAF acetylhydrolase 1B catalytic subunit 3; Q15102; recombinant PAFAH1B3, FP-rhodamine probe, fluorescence polarization; inhibition, % at 3.39 µM; 0.28% of 340,000 active;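 active means inhibition above the screen-wide average of all tested compounds plus 3 SD, cut at about 25% in these data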;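 further: 0% = enzyme with DMSO only and 100% = wells lacking PAFAH1B3 protein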
GSTO1 inh: counter-screen for RBBP9 inhibitors: inhibitors of human GSTO1; AID 1974; 1.1% of 300,000 active; recombinant GSTO1, activity-based probe fluorescence polarization; inhibition, % at 5.96 µM;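 active means inhibition above the campaign mean inhibition plus 3 SD, cut at about 35% in these data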;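 further: 0% = GSTO1-1 with DMSO and 100% = wells lacking GSTO1-1 enzyme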
Target sequence (P78417 whole entry, looked up): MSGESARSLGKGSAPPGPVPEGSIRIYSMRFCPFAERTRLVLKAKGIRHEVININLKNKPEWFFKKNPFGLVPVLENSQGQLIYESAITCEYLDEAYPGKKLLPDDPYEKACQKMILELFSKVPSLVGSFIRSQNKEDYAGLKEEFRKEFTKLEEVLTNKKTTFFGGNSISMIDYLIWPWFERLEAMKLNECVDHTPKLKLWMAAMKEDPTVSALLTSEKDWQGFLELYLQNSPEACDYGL
pPAFAH FP inh: inhibitors of human plasma PAF acetylhydrolase (pPAFAH); inhibition, % at 3.39 µM; 1.5% of 330,000 active; recombinant pPAFAH, FP-rhodamine probe fluorescence polarization; Q13093;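 active means inhibition above the mean inhibition across the screen plus 3 SD, cut at about 25% in these data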;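 further: inhibitors block binding of the rhodamine activity-based probe so polarization drops; 0% = enzyme with DMSO and 100% = wells lacking pPAFAH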
Target sequence (Q13093 whole entry, looked up): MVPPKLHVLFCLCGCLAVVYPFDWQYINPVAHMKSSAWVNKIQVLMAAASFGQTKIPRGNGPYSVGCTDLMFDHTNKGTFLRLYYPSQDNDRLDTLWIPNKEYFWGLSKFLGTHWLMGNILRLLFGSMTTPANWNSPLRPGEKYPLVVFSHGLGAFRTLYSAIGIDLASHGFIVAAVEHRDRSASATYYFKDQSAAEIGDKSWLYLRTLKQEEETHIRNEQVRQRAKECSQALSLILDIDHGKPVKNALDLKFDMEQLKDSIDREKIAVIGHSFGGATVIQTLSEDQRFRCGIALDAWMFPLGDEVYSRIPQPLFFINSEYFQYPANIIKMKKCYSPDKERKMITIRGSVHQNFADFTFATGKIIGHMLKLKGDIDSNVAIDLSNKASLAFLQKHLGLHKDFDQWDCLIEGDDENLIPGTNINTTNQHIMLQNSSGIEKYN
PAFAH2 FP inh: inhibitors of human PAFAH2. AID 492956. inhibition, % at 3.39 µM. 0.99% of 340,000 active. recombinant PAFAH2, FP-rhodamine activity probe, fluorescence polarization;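 active means inhibition above the mean over all tested compounds plus 3 SD, cut at about 30% in these data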;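 further: inhibitors block probe labeling of enzyme so polarization drops; 0% = enzyme with DMSO and 100% = wells lacking PAFAH2 protein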
PREPL inhibitor: human PREPL enzyme inhibition | recombinant PREPL, fluorescence polarization activity-based probe | inhibition, % at 5.96 µM | 0.68% of 320,000 active; in the data active means inhibition above about 43%;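 further: 0% = enzyme with DMSO and 100% = wells lacking enzyme; many of its hits are not listed in these tables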
PAFAH1B2 inh: PAFAH1B2 (human) inhibition; 1.2% of 340,000 active; recombinant PAFAH1B2, FP-rhodamine activity probe, fluorescence polarization; P68402; inhibition, % at 3.39 µM;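 active means inhibition above the mean of all tested compounds plus 3 SD, cut at about 24% in these data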;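 further: 0% = enzyme with DMSO and 100% = wells lacking PAFAH1B2; many of its hits are not listed in these tables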
LYPLA1 counter: LYPLA1 (human) inhibition in PME1 counter-screen; recombinant LYPLA1, FP-Rh probe fluorescence polarization; 0.16% of 320,000 active; O75608; inhibition, % at 5.9 µM;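 active means inhibition above the mean of all tested compounds plus 3 SD, set per campaign, cut at about 14% in these data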;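 further: inhibitors block serine hydrolase probe labeling of LYPLA1 so polarization falls; 0% = enzyme with DMSO and 100% = wells lacking LYPLA1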
Target sequence (O75608 whole entry, looked up): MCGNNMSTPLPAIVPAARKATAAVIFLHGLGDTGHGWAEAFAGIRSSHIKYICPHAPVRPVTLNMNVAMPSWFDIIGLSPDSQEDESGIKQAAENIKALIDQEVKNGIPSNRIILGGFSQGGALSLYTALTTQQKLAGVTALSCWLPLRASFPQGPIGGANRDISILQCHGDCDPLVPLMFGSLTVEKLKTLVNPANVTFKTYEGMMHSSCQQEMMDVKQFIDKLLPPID
PAD4 inh: blocks human protein arginine deiminase 4; Q9UM07; recombinant PAD4, RCA probe fluorescence polarization; inhibition, % at 6.36 µM; 0.41% of 330,000 active; AID 485272;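 active means percent inhibition above a cutoff equal to the mean of all tested compounds plus 3 SD, cut at about 15% in these data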;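 further: 0% = PAD4 with RCA probe and DMSO and 100% = probe without PAD4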
LYPLA2 inh: LYPLA2 (human) inhibition in PME1 counter-screen; 0.38% of 320,000 active; inhibition, % at 5.9 µM; recombinant LYPLA2, FP-Rh probe fluorescence polarization; O95372;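 active means inhibition above the screen-wide mean plus 3 SD, limit set per campaign, cut at about 26% in these data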;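 further: 0% = LYPLA2 with DMSO and 100% = wells lacking LYPLA2 enzyme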
Numbers without * were called inactive; x = no result given.

SMILES | PAFAH1B3 inh | GSTO1 inh | pPAFAH FP inh | PAFAH2 FP inh | PREPL inhibitor | PAFAH1B2 inh | LYPLA1 counter | PAD4 inh | LYPLA2 inh
CC(C)CN(CC(C)C)CC(O)CN(c1ccccc1)S(=O)(=O)c1ccccc1[N+](=O)[O-] (centres undefined) | 4 | 23 | 7 | 5 | 1 | 1 | -1 | 1 | -5
CC(C)C(OC(=O)c1nsc(Cl)c1Cl)C(=O)NCc1ccc2c(c1)OCO2 (centres undefined) | -1 | 4 | 21 | -9 | -1 | 8 | -1 | 4 | 0
COc1cc(OC)c(C2Nc3ccccc3NC3=C2C(=O)CC(C)(C)C3)cc1OC (centres undefined) | 7 | -2 | 0 | -4 | 4 | 8 | 2 | 2 | -1
O=C(Cn1nnc(-c2ccccc2)n1)N1CCN(S(=O)(=O)c2ccc(Cl)cc2)CC1 | -8 | 2 | -2 | 0 | -7 | 12 | 3 | -1 | 6
S=c1[nH]nc(-c2cccs2)n1/N=C/c1cn(-c2ccccc2)nc1-c1ccc(Cl)cc1 | x | -3 | 4 | x | 7 | x | 1 | 2 | 2
CCC(C)N(C(=O)Cn1nnc(-c2ccc(Cl)cc2)n1)C1CCS(=O)(=O)C1 (centres undefined) | 4 | -1 | 0 | -1 | 16 | 5 | 0 | -2 | -3
O=c1c2oc3ccccc3c2ncn1Cc1ccccc1Cl | -1 | -6 | 9 | 1 | -11 | 3 | 1 | -2 | 7
COc1ccc(NS(=O)(=O)c2cc(NC(=O)c3cc(=O)c4ccccc4o3)ccc2OC)cc1 | -4 | -52 | -3 | -8 | -11 | 1 | -35 | 0 | -36
O=C(O)CCn1[nH]c(=O)c2ccccc2c1=O | -1 | 2 | 6 | 13 | -6 | 1 | 2 | -4 | 8
CC(=O)NCCc1nc2ccccc2n1CCOc1ccccc1 | 3 | 4 | 8 | 8 | -14 | 0 | 1 | -2 | 0
Cc1nc(N2CCN(C)CC2)[nH]c(=O)c1Cc1cccc2ccccc12 | 8 | -3 | 3 | 4 | -24 | -1 | -2 | 2 | -2
CC(=O)Nc1ccc(C(=O)COC(=O)c2c(C)noc2C)c(F)c1 | 5 | x | 0 | 0 | 2 | 7 | -3 | -1 | -3
O=C(Nc1ccc(Cl)c([N+](=O)[O-])c1)c1ccco1 | 6 | -4 | -2 | -3 | 12 | -2 | 1 | -7 | -3
CCOc1ccc(NC(=O)Cn2nnc(-c3ccccc3NC(=O)c3cccs3)n2)cc1 | -16 | -5 | 4 | -29 | -5 | -7 | 1 | 0 | 4
Cc1cc(C)c(C(=O)Nc2ccc(S(=O)(=O)Nc3onc(C)c3C)cc2)c(C)c1 | 9 | 5 | 7 | 7 | 5 | -4 | 5 | 4 | 10
CN(Cc1ccccc1)S(=O)(=O)c1ccc2c(c1)OCCO2 | 8 | -7 | 2 | 2 | 5 | 4 | 0 | 1 | 4
COc1ccc(CNC(=O)NS(=O)(=O)c2ccc(C)cc2)cc1 | -1 | 4 | -2 | 6 | -5 | 8 | -2 | 0 | -4
CCCCc1ccc(NC(=O)CSc2nnc(C)c(=O)n2N)cc1 | 2 | 32 | 0 | 0 | 14 | 1 | 0 | 1 | 7
Cc1[nH]c2ccc(C(=O)OC(C)C(=O)N(C)c3ccccc3)cc2c1C (centres undefined) | 8 | 6 | 7 | 6 | 19 | 6 | -1 | 0 | 4
COc1ccc(CCNC(=O)CNC(=O)c2ccc(Br)o2)cc1OC | -7 | 15 | 2 | 1 | 4 | 4 | -6 | -2 | -7
COCCN(Cc1cc2cc3c(cc2nc1Cl)OCO3)C(=O)c1cccc(C)c1 | 4 | 6 | -4 | -11 | -12 | 2 | 2 | -9 | 9
CC(OC(=O)C1CC1)C(=O)Nc1cccc(S(=O)(=O)N2CCOCC2)c1 (centres undefined) | 6 | x | 5 | 3 | 12 | 2 | x | 0 | x
COc1ccc(NC(=O)C2CCCN(S(=O)(=O)c3ccc(Cl)cc3)C2)cc1OC (centres undefined) | 10 | 13 | 8 | 1 | -1 | 8 | -1 | -7 | 6
S=c1[nH]nc(-c2ccc(Br)cc2)n1-c1ccc2c(c1)OCCO2 | 3 | 6 | 2 | 4 | -6 | 3 | -2 | 6 | 2
COC(=O)CCN(C(=O)c1ccc(C)c([N+](=O)[O-])c1)c1ccccn1 | -2 | -1 | 0 | 4 | 14 | 3 | 0 | -2 | 8
Cc1ccc(C(=O)NC(=S)NCC2CCCO2)cc1Br (centres undefined) | 11 | 1 | 4 | -3 | -7 | 0 | 1 | -3 | 11
CCS(=O)(=O)c1ccc2oc(SCC(=O)N3c4ccccc4CC3C)nc2c1 (centres undefined) | 0 | -4 | 1 | 4 | -10 | 4 | -3 | 7 | 2
CCn1cc(C(=O)NCc2ccco2)c(=O)c2cc(S(=O)(=O)N3CCc4ccccc4C3)ccc21 | -5 | -22 | 6 | -8 | -6 | -4 | -13 | -11 | -25
CCOC(=O)c1ccc(-n2c(-c3ccco3)nc3ccccc3c2=O)cc1 | 7 | 1 | 6 | 1 | -8 | 0 | -1 | 0 | 1
CC(=O)Nc1ccc(S(=O)(=O)NCCc2ccccc2)cc1 | 11 | 19 | 5 | -2 | -15 | 3 | -2 | -2 | 2
COc1ccc(S(=O)(=O)Nc2ccccn2)cc1C | 6 | 6 | 4 | -3 | 3 | 7 | -1 | -7 | -1
Cc1cccc(-n2c(=S)[nH]c3nc4c(cc3c2=O)COC(C)(C)C4)c1 | x | 1 | 4 | x | -6 | x | -2 | 2 | 2
Cc1[nH]n(-c2ccccc2)c(=S)c1C=NCCCN=Cc1c(C)[nH]n(-c2ccccc2)c1=S | 13 | -3 | 0 | 5 | 24 | -1 | 1 | 4 | 0
O=C(CN1CCN(c2ccccn2)CC1)Nc1nc2ccccc2s1 | -1 | 8 | 6 | 1 | 9 | -2 | -1 | 18* | -2
c1ccc(SCCN2CCN(c3ccccc3)CC2)cc1 | 0 | 1 | 4 | 4 | 14 | 4 | -1 | 2 | 8
CCCn1c(SCC(=O)NCC2CCCO2)nc2c1c(=O)n(C)c(=O)n2C (centres undefined) | 1 | 7 | -5 | -1 | 11 | 1 | 7 | -2 | 3
COc1ccc(S(=O)(=O)N2CCCOC2CNC(=O)C(=O)NCCc2ccco2)cc1C (centres undefined) | 9 | 4 | 5 | -4 | -5 | -1 | -1 | 3 | 4
O=C(CSc1nnc(-c2csc3c2CCCC3)o1)Nc1ccccc1 | 6 | -2 | 0 | 3 | -3 | 4 | 0 | -2 | -4
Cc1nnc(SCC(=O)N2CCc3ccccc32)n1-c1ccccc1 | -4 | -4 | -2 | 2 | 21 | -1 | 1 | -10 | 3
O=[N+]([O-])c1ccccc1S(=O)(=O)Oc1ccccc1/C=N/n1cnnc1 | 1 | 3 | 3 | 2 | -4 | 3 | -1 | 0 | 2
CCOC(=O)Nc1ccc2c(CNC(C)c3ccccc3OC)cc(=O)oc2c1 (centres undefined) | 5 | -4 | 9 | -4 | -9 | 2 | -3 | -3 | -3
CC(Cc1cccs1)NC(=O)Nc1cccc(Cl)c1 (centres undefined) | -7 | 7 | 4 | 1 | 15 | 1 | -6 | -8 | -5
COc1cc(C2NCCc3c2[nH]c2ccccc32)ccc1OC(C)C (centres undefined) | x | 9 | 4 | x | 44* | x | -1 | -1 | -9
CC(=O)N1CCN(C(=S)c2cccc([N+](=O)[O-])c2)CC1 | 3 | -1 | -1 | 4 | 2 | 1 | 0 | 0 | 2
CC(C)(C)c1ccccc1NC(=O)c1cccnc1 | -3 | 8 | -2 | 6 | 7 | -1 | -3 | -1 | -3
O=C1C2C3C=CC(C4CC34)C2C(=O)N1c1ccc2c(c1)OCO2 (centres undefined) | 8 | -3 | 2 | -8 | -7 | 2 | 2 | -4 | -3
CC(/C=C/c1ccc2c(c1)OCO2)=N/NC(=O)c1ccc(C)nc1 | 8 | 8 | 2 | -11 | 11 | 2 | 2 | 2 | 1
CCCN(CCC)c1nc(Cl)nc(NCCN2CCOCC2)n1 | 6 | 4 | 2 | 3 | 9 | 4 | 7 | 0 | 11
COc1ccccc1C(=O)NC(=O)Cn1nc(C)c([N+](=O)[O-])c1C | -2 | -8 | -2 | -1 | -5 | 1 | 0 | 3 | -1
CC1CCCCC1NC(=O)NC(=O)COC(=O)c1cncc(Br)c1 (centres undefined) | -3 | x | 0 | 9 | 5 | -3 | -2 | 2 | 0
N/C(COc1ccc(Cl)cc1Cl)=N\O | 4 | 0 | -2 | 0 | 17 | 0 | 2 | -1 | 3
CCCN=C1N(C)C[C@@H]2[C@@H]3C(=O)N(Cc4ccccc4)C(=O)[C@@H]3[C@](C)(C(=O)OC)N12 | 6 | x | 4 | 6 | x | 2 | x | -2 | x
CC(C)(C)NC(=O)C(c1cccs1)N(CC1CCCO1)C(=O)c1ccc(-c2ccccc2)[nH]1 (centres undefined) | 3 | -5 | 3 | 0 | 20 | 3 | 0 | 1 | 1
CCN1CCN(c2ncc(C(=O)N3CCCc4ccccc43)c3ccccc23)CC1 | 3 | 5 | 2 | 1 | 19 | 3 | -1 | 6 | -4
CCN(CC)c1ccc(/C=N/NC(=O)CNC(=O)c2cccnc2)cc1 | 0 | 9 | 5 | 5 | 8 | 7 | 2 | -1 | 4
CC(C)(C)c1ccc(/C=C(\C#N)C(=O)Nc2ccccn2)cc1 | 1 | 7 | 2 | -1 | 4 | 7 | -4 | 0 | -3
Cc1cccc(C(C)C)c1NC(=O)COC(=O)C1CC(=O)N(Cc2ccccc2)C1 (centres undefined) | 5 | 8 | 8 | 3 | -1 | 4 | 1 | -1 | 9
CCc1ccccc1NC(=O)CN(C)C(=O)CSc1nnc(Nc2cccc(C)c2)s1 | 8 | 3 | 6 | 6 | -25 | 4 | 2 | -1 | 10
NC(=O)c1ccc(Oc2ccc3ccc(=O)oc3c2)c([N+](=O)[O-])c1 | 12 | -2 | 8 | 15 | 11 | 3 | 7 | 0 | 38*
CN(C[C@H](Cc1ccccc1)N(C[C@H](Cc1ccccc1)N(CCc1cc(C(F)(F)F)cc(C(F)(F)F)c1)N=O)N=O)N=O | 0 | -7 | -3 | -3 | -7 | -2 | -1 | -8 | -14

(further entries)
SMILES | PAFAH1B3 inh | GSTO1 inh | pPAFAH FP inh | PAFAH2 FP inh | PREPL inhibitor | PAFAH1B2 inh | LYPLA1 counter | PAD4 inh | LYPLA2 inh
C/C=C\C(=O)Nc1cccc(C2=NOC3(C2)C[C@@H](C(N)=O)N(C(=O)COc2ccc(Cl)cc2)C3)c1 (some centres undefined) | 0 | -1 | -6 | -7 | -5 | 0 | -5 | 0 | 2
COc1ccc(CCNS(=O)(=O)c2ccc3c(c2)OCCO3)cc1 | 4 | 4 | 10 | 6 | -25 | 16 | -2 | 5 | -10
C=C1CCN([C@@H](Cc2ccccc2)C(=O)NC2CCN(Cc3ccccc3)CC2)S(=O)(=O)c2ccccc21 | -2 | -11 | -4 | 4 | 0 | 8 | 1 | -4 | -4
CCNC(=S)NNC(=O)c1cc(-c2ccc(OC)cc2)nc2ccccc12 | 9 | 0 | 16 | 3 | 3 | 28* | -3 | -2 | -4

Sorted by number of heavy atoms (low to high): part of the list above.
SMILES | PAFAH1B3 inh | GSTO1 inh | pPAFAH FP inh | PAFAH2 FP inh | PREPL inhibitor | PAFAH1B2 inh | LYPLA1 counter | PAD4 inh | LYPLA2 inh
Cc1cccc(-n2c(=S)[nH]c3nc4c(cc3c2=O)COC(C)(C)C4)c1 | x | 1 | 4 | x | -6 | x | -2 | 2 | 2
CCNC(=S)NNC(=O)c1cc(-c2ccc(OC)cc2)nc2ccccc12 | 9 | 0 | 16 | 3 | 3 | 28* | -3 | -2 | -4
COCCN(Cc1cc2cc3c(cc2nc1Cl)OCO3)C(=O)c1cccc(C)c1 | 4 | 6 | -4 | -11 | -12 | 2 | 2 | -9 | 9

Only part of the results is shown; count on the stated rates, not on these rows.
